BioA inh = M. tuberculosis BioA enzyme inhibitors, primary screen, biochemical, plate reader, single point, HTS; actives 0.096% (n = 360,000); AID 602481, 2012; inhibition, % at 9.99 µM; purified M. tuberculosis BioA enzyme; 7,8-diaminopelargonic acid synthase BioA (Mycobacterium tuberculosis); in the data active = inhibition above about 40%
* = called active by the depositor.

C/C=C/c1ccc2c(c1)O[C@@H](CN(C)C(=O)NCCC)[C@@H](C)CN([C@@H](C)CO)S2(=O)=O
  BioA inh: 11.7
O=c1n(-c2ccccc2)c(=O)n2n1CC(COc1ccccc1)=C1[C@@H](CCc3ccccc3)OB(O)C[C@@H]12
  BioA inh: 2.0
Cc1ccc(-c2cnc3c(c2)C(=O)N([C@@H](C)CO)C[C@@H](C)[C@H](CN(C)CC2CCOCC2)O3)cc1
  BioA inh: -0.1
C[C@@H]1CCCCO[C@@H](CN(C)C(=O)Nc2ccccc2)[C@@H](C)CN([C@H](C)CO)C(=O)c2cc(NC(=O)NC3CCCCC3)ccc2O1
  BioA inh: -0.2
C[C@H](CO)N1C[C@H](C)[C@@H](CN(C)C(=O)c2ccccc2)OCCCC[C@H](C)Oc2ccc(NS(=O)(=O)c3ccccc3)cc2C1=O
  BioA inh: -0.1
O=C(Cc1cccnc1)N1CCCCN2[C@@H](CO)[C@@H](c3ccc(C#CC4(O)CCCC4)cc3)[C@@H]2C1
  BioA inh: -1.9
C[C@H]1CN([C@@H](C)CO)C(=O)c2cc(C#CCN(C)C)cnc2O[C@@H]1CN(C)C(=O)c1cnccn1
  BioA inh: -2.5
C/C=C/c1ccc([C@H]2[C@@H](CO)N(c3ncc(CC)s3)[C@H]2C#N)cc1
  BioA inh: -1.0
Cc1ccccc1S(=O)(=O)N[C@@H]1CC[C@H](CCn2cc(-c3ccccc3)nn2)O[C@@H]1CO
  BioA inh: -2.5
C[C@@H]1CN([C@H](C)CO)C(=O)Cc2cc(NC(=O)C3CC3)ccc2O[C@H]1CN(C)Cc1ccc(C(=O)Nc2ccccc2N)cc1
  BioA inh: 0.1
C[C@@H]1CN([C@@H](C)CO)C(=O)Cc2cc(NS(=O)(=O)c3cccs3)ccc2O[C@@H]1CN(C)C(=O)Nc1ccc(F)cc1
  BioA inh: -1.0
O=C(C[C@H]1C[C@@H]2c3cc(NC(=O)Nc4ccccc4)ccc3O[C@@H]2[C@@H](CO)O1)NCc1cccc(F)c1
  BioA inh: 1.2
O=C(C[C@@H]1CC[C@H]2[C@@H](COC[C@H](O)CN2C(=O)c2ccncc2)O1)NC1CCC1
  BioA inh: -2.3
C[C@H](CO)N1C[C@H](C)[C@@H](CN(C)Cc2ccc(Cl)c(Cl)c2)Oc2c(NC(=O)Nc3ccc(C(F)(F)F)cc3)cccc2C1=O
  BioA inh: -2.2
CNC[C@H]1OCCCC[C@H](C)Oc2ccc(NC(=O)Nc3ccc(OC)cc3)cc2C(=O)N([C@@H](C)CO)C[C@@H]1C
  BioA inh: 2.0
COc1ccc(S(=O)(=O)N(C)C[C@@H]2Oc3ccc(NC(=O)C4CCCCC4)cc3CC(=O)N([C@@H](C)CO)C[C@@H]2C)cc1
  BioA inh: 0.3
C[C@H]1CCCCO[C@H](CN(C)C(=O)CCCN(C)C)[C@@H](C)CN([C@@H](C)CO)C(=O)c2cc(NC(=O)Nc3ccc(C(F)(F)F)cc3)ccc2O1
  BioA inh: 2.9
C[C@H](CO)N1C[C@H](C)[C@H](CN(C)C(=O)Cc2ccncc2)Oc2ncc(C#C[C@@H](C)O)cc2C1=O
  BioA inh: -0.5
CN(C)CC(=O)Nc1ccc2c(c1)[C@H]1C[C@@H](CC(=O)NCc3ccc4c(c3)OCO4)O[C@@H](CO)[C@H]1O2
  BioA inh: -0.6
OC[C@@H]1[C@@H](c2ccc(C#CC3(O)CCCC3)cc2)[C@H]2CN(Cc3ccncc3)CCCCN12
  BioA inh: 1.2
CN(C)CC(=O)N1[C@H](C#N)[C@@H](c2ccc(-c3ccc(C(=O)N(C)C)cc3)cc2)[C@@H]1CO
  BioA inh: -1.8
CO[C@@H]1CN(C)C(=O)c2cc(NC(=O)C3CC3)ccc2OC[C@@H](C)N(CC2CCOCC2)C[C@H]1C
  BioA inh: -2.1
CO[C@H]1CN(C)C(=O)c2ccc(NC(=O)c3ccccc3)cc2OC[C@@H](C)N(C)C[C@@H]1C
  BioA inh: -1.8
CN1CCN(C(=O)C[C@H]2C[C@H]3c4cc(NC(=O)Nc5ccccc5F)ccc4O[C@H]3[C@@H](CO)O2)CC1
  BioA inh: 6.3
C[C@@H]1CN([C@H](C)CO)C(=O)c2cc(NC(=O)CCCN(C)C)ccc2O[C@@H]1CN(C)Cc1ccc(C(F)(F)F)cc1
  BioA inh: 1.0

CCCC#Cc1ccc2c(c1)O[C@H](CN(C)CCC)[C@H](C)CN([C@@H](C)CO)S2(=O)=O
  BioA inh: 30.4
CCCNC(=O)N(C)C[C@@H]1Oc2ncc(-c3ccc(C(=O)N(C)C)cc3)cc2C(=O)N([C@H](C)CO)C[C@H]1C
  BioA inh: -0.9
C[C@H](CO)N1C[C@H](C)[C@H](CN(C)Cc2cccnc2)Oc2cc(-c3ccncc3)ccc2S1(=O)=O
  BioA inh: 14.2
CC(C)C#Cc1cnc2c(c1)C(=O)N([C@@H](C)CO)C[C@@H](C)[C@@H](CN(C)C(=O)CN1CCOCC1)O2
  BioA inh: -1.2
O=C(Cc1ccccc1)N1CCCCN2[C@H](CO)[C@@H](c3ccc(-c4ccccc4)cc3)[C@@H]2C1
  BioA inh: 3.4
Cc1ccc(S(=O)(=O)Nc2ccc3c(c2)C(=O)N([C@H](C)CO)C[C@@H](C)[C@@H](CN(C)Cc2ccc(C(=O)O)cc2)OCCCC[C@@H](C)O3)cc1
  BioA inh: -2.5
C[C@@H](O)C#Cc1cnc2c(c1)C(=O)N([C@@H](C)CO)C[C@H](C)[C@H](CN(C)C(=O)c1ccccc1F)O2
  BioA inh: -0.6
C[C@@H]1CN([C@@H](C)CO)C(=O)c2cc(-c3ccncc3)cnc2O[C@H]1CN(C)Cc1cccnc1
  BioA inh: 2.4
CCCC#Cc1cnc2c(c1)C(=O)N([C@H](C)CO)C[C@@H](C)[C@H](CN(C)C(=O)Nc1ccccc1F)O2
  BioA inh: 0.4
CCS(=O)(=O)Nc1ccc2c(c1)C(=O)N(C)[C@H]1CC[C@@H](CC(=O)OC)O[C@H]1CO2
  BioA inh: -3.8
CCS(=O)(=O)Nc1ccc2c(c1)C(=O)N(C)[C@H]1CC[C@H](CC(=O)N3CCN(C)CC3)O[C@@H]1CO2
  BioA inh: -3.7
O=C(C[C@@H]1C[C@H]2c3cc(NC(=O)Nc4ccccc4F)ccc3O[C@H]2[C@H](CO)O1)NCc1ccncc1
  BioA inh: 0.6
O=C(Nc1ccccc1F)N1C[C@H]2[C@@H](c3ccccc31)[C@H](CO)N2C(=O)c1ccc(F)cc1
  BioA inh: 2.4
CCCC(=O)Nc1ccc2c(c1)C(=O)N(C)C[C@@H](OC)[C@H](C)CN(C(=O)c1cnccn1)[C@@H](C)CO2
  BioA inh: -1.1
C[C@H](O)C#Cc1ccc([C@@H]2[C@H](CO)N3CCCCN(C(=O)c4ccc(F)cc4)C[C@@H]23)cc1
  BioA inh: 1.4
C[C@@H]1CN([C@@H](C)CO)S(=O)(=O)c2ccc(C#Cc3ccncc3)cc2O[C@@H]1CN(C)CC1CC1
  BioA inh: -1.0
Cc1ccc(S(=O)(=O)N(C)C[C@@H]2Oc3ccc(NC(=O)CCCN(C)C)cc3CC(=O)N([C@@H](C)CO)C[C@H]2C)cc1
  BioA inh: -0.7
C[C@H]1CCCCO[C@H](CN(C)C(=O)Cc2ccccc2)[C@@H](C)CN([C@@H](C)CO)C(=O)c2cc(NS(=O)(=O)c3ccc(Cl)cc3)ccc2O1
  BioA inh: -1.6
COc1ccc(S(=O)(=O)Nc2ccc3c(c2)CC(=O)N([C@@H](C)CO)C[C@H](C)[C@@H](CN(C)S(=O)(=O)c2ccc(Cl)cc2)O3)cc1
  BioA inh: -0.3
COc1ccc(S(=O)(=O)N2CCN(Cc3cccc(OCCO)c3)CC2)cc1
  BioA inh: -0.9
C[C@H](CO)N1C[C@H](C)[C@@H](CN(C)C(=O)Nc2cccc3ccccc23)Oc2ccc(NS(=O)(=O)c3cccs3)cc2C1=O
  BioA inh: -1.6
COc1ccc(NC(=O)N(C)C[C@H]2Oc3cc(C#CCC(C)C)ccc3S(=O)(=O)N([C@H](C)CO)C[C@H]2C)cc1
  BioA inh: -1.0
COc1ccc(S(=O)(=O)Nc2ccc3c(c2)C(=O)N([C@@H](C)CO)C[C@H](C)[C@H](CN(C)C(=O)NC(C)C)OCCCC[C@H](C)O3)cc1
  BioA inh: 0.5
C[C@H]1CN([C@@H](C)CO)C(=O)c2cc(NC(=O)Cc3ccccc3)ccc2O[C@@H]1CN(C)S(=O)(=O)c1ccc(F)cc1
  BioA inh: 0.3
CCCNC(=O)Nc1ccc2c(c1)OC[C@@H](C)N(Cc1ccccn1)C[C@H](C)[C@@H](OC)CN(C)C2=O
  BioA inh: -0.5

C[C@@H]1CCCCO[C@H](CN(C)S(=O)(=O)c2cccs2)[C@H](C)CN([C@H](C)CO)C(=O)c2cc(NC(=O)CCCN(C)C)ccc2O1
  BioA inh: -4.1
O=C(Nc1ccccc1F)N[C@@H]1C=C[C@H](CC(=O)N2CCCCC2)O[C@H]1CO
  BioA inh: 3.0
CCS(=O)(=O)Nc1ccc2c(c1)C(=O)N(C)[C@@H]1CC[C@H](CC(=O)N3CCOCC3)O[C@H]1CO2
  BioA inh: 12.9
Cc1ccc(S(=O)(=O)N(C)C[C@@H]2OCCCC[C@@H](C)Oc3ccc(NS(=O)(=O)c4cn(C)cn4)cc3C(=O)N([C@H](C)CO)C[C@H]2C)cc1
  BioA inh: 2.1
CC(=O)N1[C@@H]2Cn3c(ccc(C4=CCCCC4)c3=O)[C@H]1[C@@H](C(=O)NCc1cc(F)cc(F)c1)[C@@H]2CO
  BioA inh: -3.0
O=C(C[C@@H]1CC[C@@H]2[C@H](COC[C@H](O)CN2C(=O)c2cccnc2)O1)NCc1ccc(Cl)cc1
  BioA inh: 0.0
COc1cccc(-c2cnc3c(c2)C(=O)N([C@@H](C)CO)C[C@H](C)[C@H](CN(C)C(C)=O)O3)c1
  BioA inh: 4.1
CCCNC(=O)C[C@H]1CC[C@H]2[C@@H](COC[C@@H](O)CN2Cc2ccncc2)O1
  BioA inh: -2.1
C[C@H]1CN([C@@H](C)CO)S(=O)(=O)c2ccc(-c3ccc(F)cc3)cc2O[C@H]1CN(C)S(C)(=O)=O
  BioA inh: 2.0
O=C([C@@H]1[C@@H](CO)[C@@H]2Cn3c(cccc3=O)[C@H]1N2CC1CCCCC1)N1CCOCC1
  BioA inh: -1.2
C[C@@H]1CCCCO[C@H](CN(C)C(=O)Cc2ccccc2)[C@@H](C)CN([C@@H](C)CO)C(=O)c2cc(NC(=O)CCCN(C)C)ccc2O1
  BioA inh: 0.8
Cc1ccc(-c2cnc3c(c2)C(=O)N([C@@H](C)CO)C[C@@H](C)[C@H](CN(C)C(=O)c2cccnc2)O3)cc1
  BioA inh: 1.6
COc1cccc(C#Cc2ccc3c(c2)O[C@H](CN(C)S(=O)(=O)c2ccccc2F)[C@@H](C)CN([C@H](C)CO)S3(=O)=O)c1
  BioA inh: -3.3
O=C(Nc1cccc(Cl)c1)N1C[C@H]2[C@@H](c3ccccc31)[C@@H](CO)N2CC1CCOCC1
  BioA inh: -1.6
Cc1ccc(S(=O)(=O)Nc2ccc3c(c2)C(=O)N([C@H](C)CO)C[C@H](C)[C@H](CN(C)C(=O)c2ccccc2)OCCCC[C@H](C)O3)cc1
  BioA inh: -0.1
O=S(=O)(c1ccc2ccccc2c1)N1CCN(Cc2ccc(OCCO)cc2)CC1
  BioA inh: -1.0
COc1ccccc1NC(=O)N1C[C@@H]2[C@H](c3ccccc31)[C@@H](CO)N2C(=O)c1ccccc1
  BioA inh: -2.2
Cc1noc(C)c1NC(=O)Nc1cccc2c1O[C@@H](CN(C)Cc1ccc(Cl)c(Cl)c1)[C@@H](C)CN([C@@H](C)CO)C2=O
  BioA inh: 0.8
CS(=O)(=O)Nc1ccc2c(c1)[C@H]1C[C@H](CC(=O)NCc3ccncc3)O[C@@H](CO)[C@H]1O2
  BioA inh: 1.2
C[C@@H]1CN([C@@H](C)CO)C(=O)c2cccc(NC(=O)NC3CCCCC3)c2O[C@@H]1CN(C)C(=O)Nc1ccccc1
  BioA inh: 1.3
C/C=C/c1cnc2c(c1)C(=O)N([C@@H](C)CO)C[C@@H](C)[C@@H](CN(C)C(=O)NC1CCCC1)O2
  BioA inh: 4.3
CNC[C@@H]1Oc2ccc(NC(=O)CCN3CCOCC3)cc2C(=O)N([C@@H](C)CO)C[C@H]1C
  BioA inh: 0.5
C[C@H](CO)N1C[C@H](C)[C@@H](CN(C)S(=O)(=O)c2cccs2)Oc2c(NS(=O)(=O)c3ccc(Cl)cc3)cccc2C1=O
  BioA inh: 1.1
C[C@H]1CN([C@@H](C)CO)C(=O)c2c(c3ccccc3n2C)-c2ccccc2CO[C@H]1CN(C)Cc1cccnc1
  BioA inh: 1.8
C[C@@H]1CN([C@@H](C)CO)C(=O)Cc2cc(N(C)C)ccc2O[C@@H]1CN(C)C(=O)Nc1ccccc1
  BioA inh: -2.8
COc1ccccc1S(=O)(=O)N[C@@H]1CC[C@H](CCn2cc(C3CC3)nn2)O[C@@H]1CO
  BioA inh: 2.1
CC(C)NC(=O)N[C@@H]1C=C[C@@H](CC(=O)NC2Cc3ccccc3C2)O[C@H]1CO
  BioA inh: 0.5
C[C@@H]1CN([C@@H](C)CO)C(=O)Cc2cc(NC(=O)NC3CCCCC3)ccc2O[C@@H]1CN(C)Cc1ccc(Cl)c(Cl)c1
  BioA inh: -2.5

6 entries out of the list, ordered by length of the SMILES, descending:
Cc1ccc(-c2cnc3c(c2)C(=O)N([C@@H](C)CO)C[C@@H](C)[C@H](CN(C)C(=O)c2cccnc2)O3)cc1
  BioA inh: 1.6
C[C@H]1CN([C@@H](C)CO)C(=O)c2c(c3ccccc3n2C)-c2ccccc2CO[C@H]1CN(C)Cc1cccnc1
  BioA inh: 1.8
CCS(=O)(=O)Nc1ccc2c(c1)C(=O)N(C)[C@@H]1CC[C@H](CC(=O)N3CCOCC3)O[C@H]1CO2
  BioA inh: 12.9
O=C([C@@H]1[C@@H](CO)[C@@H]2Cn3c(cccc3=O)[C@H]1N2CC1CCCCC1)N1CCOCC1
  BioA inh: -1.2
CNC[C@@H]1Oc2ccc(NC(=O)CCN3CCOCC3)cc2C(=O)N([C@@H](C)CO)C[C@H]1C
  BioA inh: 0.5
O=C(Nc1ccccc1F)N[C@@H]1C=C[C@H](CC(=O)N2CCCCC2)O[C@H]1CO
  BioA inh: 3.0

Not all compounds are listed. The share of hits here may be higher or lower than overall.
